IL1B secr inh – inhibitors of inflammasome signaling (IL-1 beta secretion). activity change, % at 57.5 µM. THP-1 LPS/ATP IL-1B secretion, AlphaLISA, 16 h; stronger effect = lower value. 4.7% of 360,000 active; in the data active means activity change below about -50%; inconclusive means mostly about -30% to -49%; further: on the % scale 0 is the no-effect control and ±100 the full control effect
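THP-1 cells pretreated 1 hr with compounds (up to 57.5 uM final), then stimulated with LPS (250 ng/mL final) plus ATP (1.25 mM final); secreted IL-1B measured by AlphaLISA after 16 hr, decreased signal indicating inhibition.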
Nrf2 block – Nrf2 pathway inhibition. A549 ARE-Fluc reporter, luciferase luminescence, 18-24 h. AID 504444. 2.1% of 360,000 active. Potency, µM (series often up to 46 µM), for the others: at the top dose activity change, negative = inhibition, hits mostly inhibitors; further: potency means the concentration at half of the fitted maximal effect; on the % scale 0 is the no-effect control and ±100 the full control effect; nearly all actives have a fitted effect of over 60% in size
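Nrf2 function is reported as luminescence of an ARE-controlled luciferase in A549 cells. Compounds were tested at several concentrations, and a CellTiter-Fluor read on the same wells flagged cytotoxicity.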
ATXN2 expr inh – inhibitors of ATXN2 expression; Potency, µM (titrated, usually from 57 µM), without a hit: at the highest dose activity change, negative = inhibition, usual class: inhibitors; 0.72% of 360,000 active; HEK-293 ATXN2-luciferase reporter, luminescence, 24 h; further: potency means the concentration at half of the fitted maximal effect; on the % scale 0 is the no-effect control and ±100 the full control effect; nearly all actives have a fitted effect of over 55% in size
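ATXN2-luciferase reporter cells (luciferase flanked by upstream and downstream ATXN2 gene portions) were treated 24 h at 37 °C with compounds at up to 57 uM. SteadyGlo luminescence gave expression; GF-AFC fluorescence gave viability.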
TGFb SMAD3 inh – TGF-b pathway inhibition; AID 588855; Potency, µM (series often up to 46.1 µM), without a hit: top-dose activity, negative = inhibition, most hits filed as inhibitors; HepG2 CAGA-GFP TGF-b/SMAD3 reporter, GFP fluorescence, 18 h; TGF-beta stimulated, 500 pg/mL final; 1.2% of 410,000 active; further: potency means the concentration at half of the fitted maximal effect; on the % scale 0 is the no-effect control and ±100 the full control effect; nearly all actives have a fitted effect of over 65% in size
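HEPG2 CAGA-GFP, 1000 cells/well; 2 h settle, 37 C; cpd via pin tool; TGF-b 500 pg/mL final; 18 h, 37 C; GFP imaging ex488/em500-530; %Activity normalised to -TGF-b and +DMSO controls; CRC fit, curve class.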
A549 tox – counter-screen for Nrf2 inhibitors: cytotoxicity in A549 cells. A549 ARE-Fluc cells, CellTiter-Fluor viability, 18-24 h. Potency, µM (doses to about 46 µM), for inactives: at the top dose activity change, negative = cytotoxicity, most hits filed as inhibitors. 0.16% of 390,000 active. AID 504648; further: potency means the concentration at half of the fitted maximal effect; on the % scale 0 is the no-effect control and ±100 the full control effect
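A549 ARE_Fluc cells in 5% FBS OPTI-MEM were exposed to compounds in concentration-response for 18-24 h at 37 deg C. Viability was read by CellTiter-Fluor fluorescence (Ex 405/Em 525) after 30 min, before the luciferase read.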
S2 tox – cell viability loss in ATXN counter-screen; S2 cells (HEK-293 line with an ATXN2-luciferase reporter) viability, CellTiter-Fluor protease fluorescence, 24 h; Potency, µM (highest dose often 56.7 µM), usual class: cytotoxic; 0.49% of 400,000 active; further: potency means the concentration at half of the fitted maximal effect; nearly all actives have a fitted effect of over 40% in size
Nrf2 ARE act – activators of Nrf2 (ARE) signaling | AREc32 ARE-luciferase reporter (MCF7-derived line), luminescence, 24 h | 0.31% of 410,000 active | Potency, µM (series often up to 46.1 µM), for the others: at the highest dose activation, usual class: activators; further: potency means the concentration at half of the fitted maximal effect; % of control where 0% means no effect; nearly all actives have a fitted effect of over 65% in size
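Luciferase luminescence (Steady-Glo, 30 min at room temperature) served as the read-out of ARE activation in AREc32 cells treated with compounds for 24 hr at 37 deg C.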
MCF10A rereplic – inducers of DNA re-replication in MCF 10A breast cells | 2.9% of 350,000 active | MCF 10A DNA re-replication, Hoechst nuclear intensity, 48 h | Potency, µM (titrated, usually from 46.1 µM), for inactives: top-dose activity, positive = re-replication, usual class: activators; further: potency means the concentration at half of the fitted maximal effect; % of control where 0% means no effect; nearly all actives have a fitted effect of over 50% in size
HepG2 viability – counter-screen for TGF-b inhibitors: cytotoxicity in HepG2 cells. 0.76% of 410,000 active. HepG2 CAGA-GFP viability, ATP luminescence, 18 h. Potency, µM (titrated, usually from 46.1 µM), inactives show at the top dose activity change, negative = cytotoxicity, usual class: cytotoxic; further: potency means the concentration at half of the fitted maximal effect; some results filed as inactive show a strong effect at the top dose
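HepG2 CAGA-GFP cells (1000/well, DMEM with 1% FBS) received compound, then TGF-beta at 500 pg/mL final, and were incubated 18 hours at 37 degrees C. Viability was read by CellTiter-Glo luminescence. Media-only wells were set as complete cell-killing and DMSO as no toxicity.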
Active calls of the source: *; i = inactive; ? = inconclusive; . = no result given; [ ] = remark or other dose. Unless noted, the call rests on the fitted dose curve; in most records, active means well fitted curve in the direction sought with a large enough effect; inconclusive means small, poorly fitted or top-dose-only effect, or another doubt; inactive means no such curve, though single readings can be large; an effect the other way counts as inactive or inconclusive.

SMILES	IL1B secr inh	Nrf2 block	ATXN2 expr inh	TGFb SMAD3 inh	A549 tox	S2 tox	Nrf2 ARE act	MCF10A rereplic	HepG2 viability
CCOc1ccccc1C(=O)OC(C)C(=O)Nc1ccc(S(=O)(=O)N2CCCC2)cc1 (stereo not given)	-15	-14%	.	-26%	3%	i	3.4%	1%	-87%
O=C(O)CSc1nnc2n(-c3ccccc3)c(=O)c3ccccc3n12	14	12%	-12%	24%	0%	i	-0.8%	-3%	-122%
O=C(/C=C/c1ccc(OCCCF)cc1)NCc1ccc(Cl)cc1	-11	1%	1%	-2%	-5%	i	0.2%	4%	-23%
CC(O)C1CCC2C3CC[C@H]4CC(O)CCC4(C)C3CC3(OCCO3)C12C (stereo not given in full)	6	?	-12%	-29%	-17%	i	1.6%	-1%	-25%
COc1ccc(N2CCN(S(=O)(=O)CCNC(=O)CCCc3ccccc3)CC2)cc1	25	-3%	12%	-8%	-5%	i	-1.1%	3%	0%
O=C(NC(=S)NC1CCCc2ccccc21)c1ccco1 (stereo not given)	-9	0%	-2%	-23%	10%	i	22%	?	-17%
COC(=O)c1ccc(S(=O)(=O)N2CCCCCC2)cc1	23	3%	0%	3%	-15%	i	-0.1%	6%	-24%
COCCN(CCOC)C(=O)CC(=O)N(CCOC)CCOC	-2	8%	-2%	21%	1%	i	-0.9%	15%	-4%
CC(c1ccccc1)C1C(C#N)=C(N)OC2=C1C(=O)CCC2 (stereo not given)	6	.	-1%	13%	3%	i	-0.5%	2%	1%
O=C(NCCc1ccccc1)C(=O)c1c(-c2ccccc2)cc2ccccn12	-19	7%	16%	11%	2%	i	-0.3%	-3%	0%
CCn1c(CC(=O)Nc2ccccc2F)nnc1SCC(=O)NC1CCCC1	4	27%	-10%	-1%	0%	i	-0.6%	1%	-6%
Cc1ccc(C)n1NC(=O)c1ccc([N+](=O)[O-])cc1	-5	-7%	18%[11.3 µM]	-2%	-2%	.	2.7%	-1%	6%
Cc1nnc(SCCCOc2ccccc2)nc1C	15	0%	26%	-2%	-3%	i	2.6%	21%	1%
CCS(=O)(=O)N1Cc2ccccc2CC1C(=O)Nc1ccc(C)cc1 (stereo not given)	-11	2%	.	-14%	0%	.	-0.8%	10%	6%
COc1ccc(NC(=O)CN(C)C(=O)c2cc(-c3ccco3)nc3ccccc23)cc1	-1	0%	-3%	?	-4%	i	17%	?	-35%
CCSc1nc2ccccc2c(=O)n1OCC(=O)OC	0	0%	-2%	0%	-4%	i	2.2%	837%[0.0737 µM]	-3%
CC1(C)C2CC=C(/C=N/NC(=S)NCCc3ccccc3)C1C2 (stereo not given)	?	-18%	-11%	?	-5%	.	2.9%	?	12%
O=C(N/N=C/C=C/c1ccccc1)c1cccnc1	-3	?	2%	11%	1%	i	18%	4%	-14%
COc1cc(C2C(C#N)=C(N)Oc3cc(C)oc(=O)c32)cc2c1OCO2 (stereo not given)	0	-6%	7%	8%	0%	i	2.1%	-2%	-29%
CN1CCN(S(=O)(=O)c2cccc(C(=O)Oc3cccc(Br)c3)c2)CC1	-16	2%	-1%	-1%	4%	i	-0.8%	1%	28%
CCC(CC)C(=O)N(C)c1c(C)nc2c(OCc3ccc(C#N)cc3)cccn12	-71*	.	7%	-7%	.	i	-0.3%[9.22 µM]	.	1%
O=C(COC(=O)c1ccccc1NCc1ccco1)Nc1ccc2c(c1)OCO2	3	.	-1%	-5%	-9%	i	7.6%	?	3%
COc1cccc(/C=C2\Oc3cc(OCC(=O)N4CCC[C@H]4C(=O)O)ccc3C2=O)c1	-11	6%	0%	2%	2%	i	-0.7%	42%	-17%
CCc1cc(=O)oc2cc(OC(C)C(=O)NCc3ccccn3)ccc12 (stereo not given)	5	?	3%	-9%	1%	i	-0.1%	0%	0%
Clc1cccc(-c2nn3c(Cn4cnc5ccccc54)nnc3s2)c1	13	-10%	-14%	1%	3%	i	3.0%	3%	-20%
Cc1ccc(/C=N/NC(=O)Cc2cccn2C)cc1	-19	?	12%	0%	3%	i	2.1%	-7%	1%
Cc1ccc(NC(=O)C2CCC(CNS(=O)(=O)c3ccc4c(c3)C(C)(C)C(=O)N4C)CC2)cc1 (stereo not given)	.	-1%	.	6%	1%	.	0.7%	.	-10%
Cc1cccc(N2CCN(CC(O)COc3ccc4ccccc4c3)CC2)c1 (stereo not given)	1	1%	5%	12%	3%	i	-0.8%	1%	-6%
Cc1ccc(C(=O)OCC(=O)NCCN2C(=O)CSC2=O)cc1[N+](=O)[O-]	5	?	-7%	0%	2%	i	-0.9%	2%	-3%
O=C(Nc1cccc2ccccc12)c1csc([C@@H]2C[C@H](O)[C@@H](CO)O2)n1	4	.	-5%	-5%	.	i	0.5%	.	1%
Cc1cccc(S(=O)(=O)c2c(N)n(/N=C/c3cccnc3)c3nc4ccccc4nc23)c1	-2	-17%	-37%	0%	-4%	?	2.3%	?	1%
CCn1c2ccccc2c2cc(CN3CCN(Cc4ccc(OC)c(OC)c4)CC3)ccc21	.	12%	.	?	-1%	.	10%	.	-63%
CCc1ccc(-c2nn(CC(=O)NC3CCCCC3)c3c2cnc2ccc(C)cc23)cc1	.	23%	10%	-4%	5%	i	-0.6%	.	2%
CN(C)C(=O)c1cc(C(=O)Cc2ccccc2)c[nH]1	-3	-16%	.	-5%	1%	i	2.7%	0%	1%
CC(/C=C/c1ccco1)=N/NC(=O)c1ccc(C)nc1	21	4%	6%	-5%	-4%	i	0.3%	-4%	-1%
CCOc1c(CNc2nnnn2C)cccc1OC	55	6%	-3%	2%	4%	i	0.2%	-1%	1%
CCc1csc(CCNC(=O)C2CCC(=O)N(CCc3cccc(F)c3)C2)n1 (stereo not given)	i	-6%	-3%	-5%	-4%	i	1.9%	-16%	15%
Cc1cc(C(=O)CN2C(=O)C(=O)N(CC(C)C)C2=O)c(C)n1C1CC1	0	0%	29%	0%	-2%	i	0.1%	13%	-6%
COc1ccccc1OCC(=O)Nc1sc2c(c1C(=O)NCC1CCCO1)CCC2 (stereo not given)	-24	-27%	-3%	-5%	-7%	i	0.5%	29%	-6%
Cc1cc(C)n(C(=O)CNc2ccccc2Cl)n1	9	-3%	-6%	6%	2%	i	0.3%	4%	-7%
O=C(NC12CC3CC(CC(C3)C1)C2)c1cccnc1	8	2%	-1%	6%	2%	?	-0.9%	-3%	-12%
CCN(CC(=O)Nc1ccc(NC(C)=O)cc1)C(=O)/C=C/c1cn(Cc2ccccc2)nc1-c1cccnc1	-23	-4%	5%	6%	3%	i	-0.4%	-19%	9%
Cc1cccc(CC(=O)N2CCC(n3nccc3NC(=O)C3CC3)CC2)c1	-21	-2%	6%	2%	-1%	?	-1.3%	-1%	1%
Cc1cccc(/C=N/NC(=O)CNc2cccc3ccccc23)n1	5	?	5%	-7%	-2%	?	12%	6%	-7%
CC(C)C[C@@H](C(=O)O)N(Cc1cccc(CN([C@@H](CC(C)C)C(=O)O)S(C)(=O)=O)c1)S(C)(=O)=O	25	4%	8%	9%	-1%	i	-1.3%	-2%	7%
COc1ccc(C2c3[nH]c4ccccc4c3C[C@H]3C(=O)N(C4CCN(Cc5ccccc5)CC4)CC(=O)N23)cc1OC (stereo not given in full)	-24	-23%	-27%	?	-18%	i	4.6%	?	-18%
Cc1cccc(NC(=S)NC(NC(=O)c2ccco2)C(Cl)(Cl)Cl)c1 (stereo not given)	-10	?	-8%	?	-19%	i	3.6%	17%	-32%
COCCNC(=O)C1c2cc(OC)c(OC)cc2C(=O)N(C)C1c1cccnc1 (stereo not given)	-10	10%	-27%	-2%	3%	i	0.1%	0%	-9%

5 structures from above, ordered by formula weight, smallest number first:
SMILES	IL1B secr inh	Nrf2 block	ATXN2 expr inh	TGFb SMAD3 inh	A549 tox	S2 tox	Nrf2 ARE act	MCF10A rereplic	HepG2 viability
Cc1cc(C)n(C(=O)CNc2ccccc2Cl)n1	9	-3%	-6%	6%	2%	i	0.3%	4%	-7%
Cc1cccc(/C=N/NC(=O)CNc2cccc3ccccc23)n1	5	?	5%	-7%	-2%	?	12%	6%	-7%
Cc1cccc(NC(=S)NC(NC(=O)c2ccco2)C(Cl)(Cl)Cl)c1 (stereo not given)	-10	?	-8%	?	-19%	i	3.6%	17%	-32%
CCN(CC(=O)Nc1ccc(NC(C)=O)cc1)C(=O)/C=C/c1cn(Cc2ccccc2)nc1-c1cccnc1	-23	-4%	5%	6%	3%	i	-0.4%	-19%	9%
COc1ccc(C2c3[nH]c4ccccc4c3C[C@H]3C(=O)N(C4CCN(Cc5ccccc5)CC4)CC(=O)N23)cc1OC (stereo not given in full)	-24	-23%	-27%	?	-18%	i	4.6%	?	-18%

(more compounds)
SMILES	IL1B secr inh	Nrf2 block	ATXN2 expr inh	TGFb SMAD3 inh	A549 tox	S2 tox	Nrf2 ARE act	MCF10A rereplic	HepG2 viability
CC(C)CCNC(=O)c1ccc2c(Cl)c3c(nc2c1)CCC3	?	?	99%[activator]	-14%	2%	i	1.9%	4%	-53%
O=C(NNC1=NS(=O)(=O)c2ccccc21)c1ccccc1Cl	4	?	2%[11.3 µM]	-3%	3%	i	0.0%	-4%	5%
O=C(NCc1ccncc1)c1ccccc1Nc1ccc(SC(F)F)cc1	.	?	-32%	3%	2%	i	-0.1%	?	-8%
COc1ccccc1NS(=O)(=O)c1cccc(NC(=O)C2CC(=O)N(Cc3ccccc3)C2)c1 (stereo not given)	4	?	-15%	1%	1%	i	3.0%	-4%	-4%
CC(C)(C)NS(=O)(=O)NC(=O)C1=C(N2CCCC2)COC1=O	18	-4%	5%	-4%	5%	i	-1.3%	12%	1%
COCCCN1C(=O)C(=O)/C(=C(/O)c2ccc(OC(C)C)c(C)c2)C1c1ccncc1 (stereo not given)	13	1%	-2%	7%	10%	i	-0.4%	23%	9%
O=C(c1cc([N+](=O)[O-])ccc1N1CCCCC1)N1CCCCC1	0	9%	1%	-10%	-23%	i	0.4%	-4%	5%
Cc1nn(C)c(Cl)c1/C=N/OC(=O)c1ccccc1	6	4%	-1%	-4%	2%	i	14%	-1%	4%

Hits appear at their usual frequency. About 8.8% of those tested had a hit in this group.
